Screening results as filed in PubChem.
CHO parental Ca = counter-screen for OX1R antagonists: effect in parental CHO cells; hit rate 0.63% among 330,000; inhibition, % at 5.6 µM; parental CHO-K1, ATP-induced calcium, Fluo-8 fluorescence; AID 463079;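 active means inhibition above that plate's mean sample inhibition plus 3 SD, cut at about 26% in these data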;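 further: 0% = ATP-challenged DMSO wells and 100% = DMSO wells without ATP; some compounds past the cut are filed as inactive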
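Material: Parental CHO cells | Reagent: ATP | Compound dosing: Single nominal dose of 5.6 µM per compound | Detection: Intracellular calcium via Fluo-8 no-wash fluorescent dye | Read-out: % inhibition of ATP-induced calcium mobilization | Benchmarks: Low control ATP plus DMSO, high control DMSO only | Replicates: Singlicate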
M4 antag = antagonists of human muscarinic M4 receptor (CHRM4) | P08173 | CHO-hM4 cells, ACh EC80, Fluo-8 calcium fluorescence | inhibition, % at 3 µM | hit rate 0.73% among 360,000;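 active means inhibition above its plate's cutoff, the mean inhibition of sample wells plus 3 SD, cut at about 27% in these data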;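 further: 0% = acetylcholine EC80 with DMSO and 100% = DMSO without agonist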
Target sequence (P08173 whole entry, looked up): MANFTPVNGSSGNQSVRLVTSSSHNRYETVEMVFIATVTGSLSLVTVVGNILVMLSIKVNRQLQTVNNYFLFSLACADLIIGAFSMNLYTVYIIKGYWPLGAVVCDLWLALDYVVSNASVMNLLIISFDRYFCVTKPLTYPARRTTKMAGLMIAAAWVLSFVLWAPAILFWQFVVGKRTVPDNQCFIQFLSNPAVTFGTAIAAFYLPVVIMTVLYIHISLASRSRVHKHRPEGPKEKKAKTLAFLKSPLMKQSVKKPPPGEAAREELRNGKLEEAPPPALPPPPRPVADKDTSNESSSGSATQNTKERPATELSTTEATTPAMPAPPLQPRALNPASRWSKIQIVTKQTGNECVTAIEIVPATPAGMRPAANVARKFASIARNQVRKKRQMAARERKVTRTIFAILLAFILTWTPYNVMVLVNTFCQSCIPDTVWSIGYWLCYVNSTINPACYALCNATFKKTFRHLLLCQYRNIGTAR
CHRM1 antagonist = human CHRM1 antagonism; P11229; hit rate 1.3% among 360,000; inhibition, % at 3 µM; CHO-K1 hM1, Fluo-8 calcium fluorescence, ACh EC80 antagonist; AID 588852;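 active means percent inhibition above its own plate's cutoff, namely the mean of that plate's compound wells plus 3 SD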;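 further: peak over basal fluorescence ratio during 140 s after agonist addition; 0% = ACh EC80 plus DMSO and 100% = DMSO alone without agonist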
Target sequence (P11229 whole entry, looked up): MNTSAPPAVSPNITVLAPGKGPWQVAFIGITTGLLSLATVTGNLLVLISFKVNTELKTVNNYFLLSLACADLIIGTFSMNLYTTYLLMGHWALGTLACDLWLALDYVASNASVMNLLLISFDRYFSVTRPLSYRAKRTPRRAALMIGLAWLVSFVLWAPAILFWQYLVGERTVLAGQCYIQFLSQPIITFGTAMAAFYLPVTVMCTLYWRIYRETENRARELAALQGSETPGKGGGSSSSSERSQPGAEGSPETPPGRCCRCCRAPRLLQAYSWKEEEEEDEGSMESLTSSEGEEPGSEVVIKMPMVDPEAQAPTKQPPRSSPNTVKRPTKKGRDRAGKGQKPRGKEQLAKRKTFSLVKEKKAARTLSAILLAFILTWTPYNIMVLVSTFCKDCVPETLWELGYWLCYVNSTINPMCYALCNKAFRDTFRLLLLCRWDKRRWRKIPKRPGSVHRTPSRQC
CHRM1 agonist = agonists of human M1 muscarinic receptor; CHO-K1 hM1, Fluo-8 calcium fluorescence, agonist mode; 0% DMSO, 100% acetylcholine EC100; hit rate 0.33% among 360,000; AID 588814; activation, % at 3 µM;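 active means activation above the run's mean compound activation plus 3 SD, cut at about 16% in these data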;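 further: peak over basal fluorescence ratio within a 140 s kinetic read after compound addition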
M1 PAM = potentiates human M1 receptor response to acetylcholine. P11229. CHO-K1 hM1, Fluo-8 calcium fluorescence, ACh EC20; 0% = ACh EC20, 100% = maximal ACh. activation, % at 3 µM. hit rate 0.088% among 360,000. AID 588819; in the data active means activation above about 19%, passing the limit was not always enough
CHRM4 agonist = agonists of human muscarinic M4 receptor (CHRM4); P08173; hit rate 0.14% among 360,000; AID 624127; activation, % at 3 µM; CHO-K1 hM4/Gqi5, Fluo-8 calcium fluorescence; vehicle 0%, full acetylcholine response 100%;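 active means activation above the run mean over all test wells plus 3 SD, cut at about 32% in these data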;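 further: peak over basal fluorescence ratio per well then scaled between controls; 0% = DMSO wells and 100% = acetylcholine at EC100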
M1 ag parental = nonselective activator or artifact in parental CHO-K1 cells. Fluo-8 calcium fluorescence; scaled to maximal ATP response, vehicle zero. hit rate 0.48% among 360,000. activation, % at 3 µM; in the data active means activation above about 15%;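 further: untransfected CHO-K1 host cells lacking M1 receptor as counterscreen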
OXTR potentiator = potentiators of human oxytocin receptor; P30559; CHO-OTR cells, Fluo-8 calcium fluorescence, potentiator mode; 0% = oxytocin EC15, 100% = EC100; activation, % at 3 µM; hit rate 0.061% among 320,000;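 active means activation above that plate's cutoff, the mean activation of tested compounds plus 3 SD, cut at about 6.6% in these data, passing the limit was not always enough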;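 further: 100% uses oxytocin at 75 nM as the full agonist control; some results filed as inactive read as strong as hits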
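Assay system: CHO cell line stably expressing human OTR. Reagent: EC15 oxytocin agonist. Dosing: single dose, 3.0 µM nominal final compound concentration. Timing: compound 6 min at room temperature before oxytocin, 100 s read. Signal: kinetic Fluo-8 calcium fluorescence. Controls: oxytocin EC15 low and EC100 high.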
CHO-K1 Ca antag = M1 antagonist counterscreen hit in parental CHO-K1 cells; hit rate 0.6% among 360,000; inhibition, % at 3 µM; ATP-induced calcium, Fluo-8 fluorescence; AID 602250;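 active means inhibition above a per-plate cutoff, the plate's mean sample inhibition plus 3 SD, cut at about 24% in these data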;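 further: 0% = DMSO plus EC80 ATP and 100% = DMSO alone without ATP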
The depositor's hits bear a star; . = no result given.

smiles,CHO parental Ca,M4 antag,CHRM1 antagonist,CHRM1 agonist,M1 PAM,CHRM4 agonist,M1 ag parental,OXTR potentiator,CHO-K1 Ca antag
CC(NC(=O)COc1ccccc1)C(=O)N1CCN(c2ccc(F)cc2)CC1 (stereo unspecified),-8,9,8,-3,0,3,2.1,-2,-16
CCOC(=O)C1=C(c2ccccc2)Nc2ncnn2C1c1cccc(O)c1 (stereo unspecified),-23,4,3,-1,4,1,0.1,-3,13
Cc1noc(C)c1S(=O)(=O)N(C)C[C@H]1OCCCC[C@H](C)Oc2ccc(NC(=O)CCCN(C)C)cc2C(=O)N([C@H](C)CO)C[C@@H]1C,.,-22,-7,-10,3,1,0.3,.,-8
Cc1cc(C)cc(OCCCOc2cccc3cccnc23)c1,16,-8,-14,-3,9,0,0.1,-13,-19
CCOc1ccc(N2C(=O)CC(SCCN)C2=O)cc1 (stereo unspecified),-7,-3,-6,-3,10,0,0.5,5,-1
COc1ccc(C(F)(F)F)cc1N/C=C\c1nnnn1-c1ccccc1,-27,-10,-8,-4,3,0,0.6,-20,-14
COC(=O)C1=C(CSc2nccn2C)NC(=O)NC1c1cc(C)ccc1C (stereo unspecified),-9,8,17,-6,-7,1,0.1,0,-5
COc1ccc(Br)cc1/C=C/c1ccc2cccc(O)c2n1,-20,5,-7,-4,8,0,-0.4,-10,-2
COC(=O)C(NC(=O)c1ccccc1)=C1C=C(C)OC(C)=C1,5,4,-10,-1,11,0,0.8,5,-22
CCOC(=O)/C=C1\NC(=O)C(C)S1 (stereo unspecified),-5,12,7,-2,0,1,-0.4,-2,11
Cc1cccc(NC(=S)NNC(=O)c2csc3c2CCC(C)C3)c1 (stereo unspecified),-16,-1,-2,10,16,1,-0.1,-4,-16
CCOc1cc(/C=N/N2C(=O)NC3(CCCCC3)C2=O)cc(Br)c1O,-16,9,-2,-6,4,0,0.0,-5,-5
CCCCNC(=O)CCCCn1c(=S)[nH]c2c([nH]c3ccc(OC)cc32)c1=O,5,8,5,0,5,1,0.5,-3,-21
Fc1ccc(-c2nnc(CSc3nnc4ccccn34)o2)cc1,13,6,-5,-3,0,12,2.5,-10,-12
Cc1cc(C(F)(F)F)nn1CC(=O)N(C)C1CCCCC1,3,17,11,-4,-4,-1,-0.3,-20,13
Cc1ccc(O)c(NC(=O)C2CCCN2C(=O)OCc2ccccc2)c1 (stereo unspecified),-23,0,21,0,-8,2,1.1,-4,-2
CCCc1cc(=O)[nH]c(NCCc2ccccc2)n1,-12,-7,-3,-2,2,0,1.2,-1,-1
CC(C)C[C@H]1CNC(=S)N1CC1CCN(CCC23CC4CC(CC(C4)C2)C3)CC1,.,67*,88*,-10,-31,3,1.0,.,-18
Cc1cc(OCC(O)CN2CCc3ccccc3C2)cc(C(C)C)c1 (stereo unspecified),-24,-1,32*,-6,-28,2,2.4,-10,4
CC(=O)c1nn(-c2cccc(Cl)c2)cc1C(=O)c1ccco1,-10,0,-2,-4,-7,0,0.2,-5,-4
Cc1ccc(N2C3=C(C(=O)CC(C)(C)C3)C(c3cn(C)nc3C)C3=C2CC(C)(C)CC3=O)cc1,-4,10,-7,-3,11,0,1.1,1,-2
Cc1cc2oc(C(=O)NCCc3ccc(S(N)(=O)=O)cc3)c(C)c2cc1C,-12,6,2,-4,6,1,1.0,-8,-1
O=C(Cc1noc2ccccc12)NNC(=S)Nc1ccccc1,-14,3,-5,-1,4,1,1.9,-13,-15
Cc1ccc2nc(C)cc(C(=O)Nc3nccs3)c2c1,-15,-2,-7,-3,9,2,1.4,0,-11
Cc1occc(=O)c1OCc1c(F)cccc1Cl,-18,-7,2,-7,3,1,16*,-3,10
Cc1cc(NC(=O)c2cc(S(=O)(=O)N3CCCCC3)ccc2C)no1,-11,-17,-6,-3,4,0,-0.1,0,-11
COc1ccc(CN2C(=O)C(CC(=O)NC3CC3)CC(C(=O)N(C)C)=C2C)cc1 (stereo unspecified),.,4,1,-4,4,-1,0.6,.,-5
CCOc1ccc(S(=O)(=O)N2CCC(C(=O)NC3CCCC3)CC2)cc1,-8,4,-6,-2,4,1,3.4,-4,-6
COc1cccc(NC(=O)Nc2nnc([C@H]3C[C@H](O)[C@@H](CO)O3)s2)c1,.,-3,-14,0,8,1,0.3,.,-8
CC1(c2nnc(-c3cccc(Cl)c3)o2)CC(c2c(Cl)cccc2Cl)=NO1 (stereo unspecified),-27,-2,1,-5,-5,7,0.3,-3,-19
Cc1ccc(C(CC(N)=O)c2ccco2)cc1 (stereo unspecified),-1,-8,-9,-3,2,1,0.3,-20,-2
CC(NC(=O)CCC(=O)c1ccc(F)cc1)C1CC2CCC1C2 (stereo unspecified),-15,0,-7,-5,5,6,2.2,-7,-10
COc1cc(/C=C2/NC(=O)N(Cc3ccccc3F)C2=O)cc(OC)c1O,-13,4,-2,0,8,2,0.9,-8,-2
Cc1nn(C)c(C)c1NC(=O)CSc1nc(-c2ccccc2F)nc2c1cnn2-c1ccccc1,.,3,-3,-3,7,0,0.0,.,7
Cc1ccc(S(=O)(=O)N2CCCCC2)cc1NC(=O)Cc1c[nH]c2ccccc12,4,5,10,-4,-11,4,0.8,-5,16
O=C(Nc1ccccc1)NC1(C(=O)N2CCC(O)CC2)CCCCC1,7,-15,3,1,7,0,0.2,1,13
Cc1cnc(C(=O)N(CCCn2ccnc2)C2C(=O)Nc3ccccc3N=C2c2ccccc2)cn1 (stereo unspecified),.,-1,-3,-12,1,1,0.2,.,8
Cc1ccc(NS(=O)(=O)c2ccc(Cl)c(C(=O)Nc3cccc(C(=O)O)c3)c2)cc1,-23,6,-3,-2,3,0,0.4,-11,-1
CCOC(=O)CN1C(=O)C(=O)N(Cc2ccccc2F)C1=O,-5,-16,-15,-3,5,1,-0.1,-6,-6
CCCCOC(=O)CSC1=C(C#N)C(c2cccnc2)C(C(=O)OCC)=C(c2ccccc2)N1 (stereo unspecified),-17,-16,2,-13,-8,3,0.8,-4,3
CC(NC(=O)CCc1nnc(-c2ccc(-c3ccccc3)cc2)o1)c1nccs1 (stereo unspecified),3,2,0,-1,2,13,7.5,-14,-14
CN(C)c1ccc(/C=N/NC(=O)CNC(=O)c2ccncc2)cc1,9,6,-8,-3,-3,1,0.4,-10,-5
CCC(Oc1cccc(C)c1)C(=O)Nc1ccccc1C(=O)N1CCOCC1 (stereo unspecified),-25,-11,-19,-2,12,3,0.4,-5,8
Cc1cc2c(cc(C(=O)N3CCC(C(=O)NC4CCCC4)CC3)n2Cc2c(F)cccc2Cl)o1,-6,-6,-3,-3,3,2,1.3,-5,-4
CCn1c(SCC(=O)Nc2ccc(C(=O)OC)cc2)nc2cccnc21,-15,-6,-5,-2,6,7,3.4,-4,-7
C=CCCC1CN(Cc2ccco2)S(=O)(=O)c2c(F)cccc2O1 (stereo unspecified),.,-8,0,-6,0,0,0.0,.,-5
Cc1cc(C)cc(NC(=O)c2ccc(CSc3nnnn3C)cc2)c1,-9,11,28*,2,-8,13,4.4,-9,15
Cc1ccc(C(=O)CCC2CCCCC2=O)cc1 (stereo unspecified),8,5,-9,-4,7,0,0.5,0,-2
O=C(CSc1cccc(C(F)(F)F)c1)Nc1cc(S(=O)(=O)N2CCCC2)ccc1Cl,-4,4,-2,-7,6,-1,0.5,-11,-9
COC(=O)CCCC(=O)NCC1(N(C)Cc2ccccc2)Cc2ccccc2C1,-5,-8,-14,-7,11,1,1.3,4,-2
Cn1c(CNC(=O)CNS(=O)(=O)c2ccccc2)cc(=O)n(C)c1=O,-2,-2,-8,-1,12,0,0.7,-1,-11
COc1ccccc1OCCNC(=O)c1ccc(Br)cc1,-12,-10,-3,-5,5,2,1.4,-2,-8
O=C(NC1CCCCC1)N1CCCCCCC1,-9,-3,2,-3,9,0,-0.3,-4,12
CS(=O)(=O)N1CCC(C(=O)Nc2cccc(C(F)(F)F)c2)CC1,2,2,-9,-2,4,2,0.9,-14,-2
O=C(COC(=O)c1ccccc1Br)Nc1ccc2[nH]c(=O)[nH]c2c1,1,-5,6,-3,-1,1,0.2,-3,5
COC(=O)c1ccccc1N/C=C1\CCc2c(c(C)nn2-c2ccccn2)C1=O,-17,1,0,-2,4,3,0.6,-1,6

(next part)
smiles,CHO parental Ca,M4 antag,CHRM1 antagonist,CHRM1 agonist,M1 PAM,CHRM4 agonist,M1 ag parental,OXTR potentiator,CHO-K1 Ca antag
CC(C)c1ccc(NC(=O)C2CSC3(C)CCC(=O)N23)cc1 (stereo unspecified),12,-4,-6,-2,0,0,-0.4,6,7
CN(C)CCNC(=O)NC1CCCCC1,-6,-5,-6,-4,6,1,0.0,-9,9
CCC(CC)NCc1ccc2c(c1)c1ccccc1n2CC,2,0,2,-5,4,4,7.2,-5,-20
Cc1cccc(-n2c(C)nc3c(cnn3-c3ccc(F)cc3)c2=O)c1,35*,3,12,3,-12,9,7.5,-19,10
CC1Cc2ccccc2N1CC(=O)Nc1ccc(N2CCOCC2)cc1 (stereo unspecified),-10,1,3,-3,6,1,-0.2,-8,6
O=C(Nn1c(SCc2ccc([N+](=O)[O-])cc2)nc2ccccc2c1=O)c1ccc(F)cc1,-9,-14,3,-2,-3,6,2.9,-5,0
CCN1CCN(C(=O)CN(CC)S(=O)(=O)c2ccc(F)cc2)CC1,-3,-3,-2,-5,3,1,0.1,0,0
